Bioassay records as filed in PubChem.
VHR inh color – blocks the human dual specificity phosphatase VHR1; P51452; recombinant VHR phosphatase, colorimetric substrate read-out; inhibition, % at 20 µM; hit rate 0.7% among 50,000; AID 1992; in the data active means inhibition above about 60%; further: some results filed as inactive read as strong as hits
Target sequence (P51452 whole entry, looked up): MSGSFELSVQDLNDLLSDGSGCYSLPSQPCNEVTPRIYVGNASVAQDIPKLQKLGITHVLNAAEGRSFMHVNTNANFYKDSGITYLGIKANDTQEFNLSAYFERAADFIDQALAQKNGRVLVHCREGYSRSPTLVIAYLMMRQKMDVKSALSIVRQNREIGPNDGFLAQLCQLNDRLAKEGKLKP
The depositor's hits bear a star. Not all compounds are listed. The share of hits here may be higher or lower than overall.

canonical_smiles | VHR inh color
Cc1ccc(N2C(=O)CC(N3CCN(c4ccc([N+](=O)[O-])cc4)CC3)C2=O)cc1 (stereo not drawn) | 6.0
CCC1(C)CC(CC(=O)O)(c2ccc(F)cc2)CCO1 (stereo not drawn) | 0.0
O=C(O)COc1ccc(N2C(=O)c3ccc(C(=O)O)cc3C2=O)cc1 | -11.0
COC(=O)c1c(-c2ccc(C(C)(C)C)cc2)csc1N | 94.7*
COc1ccc([N+](=O)[O-])cc1NC(=O)Cc1ccc(OC)c(OC)c1 | -21.5
O=C(Nc1ccccc1)Nc1nnc(-c2cccc(Br)c2)s1 | -8.5
O=C(NNC(=O)C1CCCO1)c1cccc(F)c1 (stereo not drawn) | -9.5
COc1cccc(N2C(=O)C(=Cc3ccc(OC)cc3OC)C(=O)NC2=S)c1 | 4.3
COc1ccccc1NC(=O)c1cc2c(ccc3ccccc32)oc1=O | 4.3
COc1ccc(/C=C2\SC(=S)N(c3ccc(C)cc3C)C2=O)cc1OC | 0.6
N#Cc1c(/N=C/c2cc([N+](=O)[O-])c(N3CCOCC3)cc2N2CCOCC2)sc2c1CCCC2 | 0.2
COC(=O)C1=C(C)N(C)C(C)=C(C(=O)OC)C1c1cccc(OC)c1 | -5.4
Cc1ccc(/C=C2\SC(=S)N(CCC(=O)Nc3cccc(O)c3)C2=O)cc1 | -30.3
COc1cccc(-n2c(O)c(/C=C3\C(C)=Nc4ccccc43)c(=O)[nH]c2=O)c1 | 5.3
COC(=O)c1ccc(NC(=O)CC2Sc3ccccc3NC2=O)cc1 (stereo not drawn) | 1.6
O=C(c1ccccc1)c1ccccc1N/C=C/[N+](=O)[O-] | 8.9
COc1ccc(-n2c(CN3C(=O)c4ccccc4C3=O)nc3ccccc3c2=O)cc1 | -11.6
Cc1ccnc(NS(=O)(=O)c2ccc(NC(=O)c3cccc(Oc4ccccc4)c3)cc2)n1 | -13.2
COc1ccccc1C/C(N)=N/OC(=O)COc1ccc(C)cc1 | -42.5
CC1(C)N([O-])c2cc([N+](=O)[O-])ccc2[N+]1=O | -10.9
Cc1nc(SCC(=O)O)[nH]c(=O)c1Oc1ccccc1 | -5.6
O=c1[nH]cnc2nc(N3CCCCC3)[nH]c12 | -23.0
CC(=O)Nc1ccc(S(=O)(=O)NCc2ccccc2C)cc1 | -3.9
COc1ccc(N(CC(=O)Nc2cccc(C)c2C)S(=O)(=O)c2ccccc2)cc1 | -3.4
Cc1cccnc1NC(=O)Cc1ccc([N+](=O)[O-])cc1 | 14.3
CCOC(=O)c1ccc(-c2ccc(C(=O)Nc3ccc(Cl)cc3)o2)cc1 | 2.0
COc1ccc(C(=O)Oc2ccc(Cl)cc2)cc1S(=O)(=O)N1CCOCC1 | 9.5
CCOc1cc(C(=O)Nc2ccc(F)cc2F)cc(OCC)c1OCC | -10.6
COC(=O)c1c(NC(=O)/C=C/C(=O)O)sc(C)c1-c1cc(C)ccc1C | 0.2
O=C(NCCO)c1ccc(I)cc1 | -4.1
COc1ccc(C2Nc3ccc(C(=O)c4ccccc4)cc3NC3=C2C(=O)CCC3)cc1 (stereo not drawn) | 12.6
CCCC(=O)Nc1ccc(N2CCN(C(C)=O)CC2)cc1 | 6.7
COc1ccc(O)c(C(=O)CC(=O)c2ccccc2)c1 | 20.1
c1ccc2c(N3CCCCCC3)nc(-c3ccncc3)nc2c1 | 3.2
C=CCNC1=C(Cl)C(=O)c2ccccc2C1=O | -10.0
CCCC1=C(C(=O)OCC)C(c2ccc3c(c2)OCO3)NC(=O)N1 (stereo not drawn) | -24.6
c1ccc(Cn2c(CSc3nc4ccccc4o3)nc3ccccc32)cc1 | -0.1
COc1ccc(NC(=O)Nc2nnc(-c3ccc(C)cc3)s2)cc1 | -18.0
CN1CCN(NC(=S)Nc2ccc([N+](=O)[O-])cc2)CC1 | 12.9
COc1ccc(-c2cc(-c3ccccc3)nc(=O)[nH]2)cc1 | -1.3
O=C(CCCOc1ccccc1)Nc1ccc2c(c1)OCCO2 | -5.7
CC1=C(C(=O)c2ccccc2)C(c2ccc([N+](=O)[O-])cc2)NC(=O)N1 (stereo not drawn) | -1.5
C/C=C/C=C/C(=O)Nc1cccc(C(=O)/C=C/c2ccccc2)c1 | 18.3
COc1ccc(NC(=S)NC(NC(=O)c2cccc([N+](=O)[O-])c2)C(Cl)(Cl)Cl)cc1 (stereo not drawn) | -5.1
Cc1ccccc1C(=O)Nc1ccc(NC(=O)c2cccc(Br)c2)cc1 | -3.8
CC(C)(C)NS(=O)(=O)c1ccc2ccccc2c1 | -23.6
O=C(CN1CCOCC1)Nc1c(-c2ccccc2)c2cc(Br)ccc2[nH]c1=O | -15.3
CCOC(=O)CNC(=O)C12CC3CC(C1)CC(c1ccc(C)cc1)(C3)C2 | 0.3
COc1ccc(C(=O)Nc2ccc(Cc3ccncc3)cc2)cc1[N+](=O)[O-] | -0.7
COc1ccccc1NC(=O)C1=C(C)NC(=S)NC1c1ccc(C)cc1 (stereo not drawn) | 7.2
O=C(/C=C/c1ccccc1)Nc1ccc(Cl)cn1 | -25.6
CC1(C)CC(=O)C2=C(C1)NC1=C(C(=O)c3ccccc31)C2c1ccc(OCc2ccccc2)cc1 (stereo not drawn) | 3.6
CCCCOc1cccc(C(=O)NCc2cccnc2)c1 | -6.0
COc1ccc(C(CC(=O)c2ccc(O)cc2)S(=O)(=O)c2ccc(C)cc2)cc1 (stereo not drawn) | 2.5
Cc1cccc(N2CCN(C(=S)c3ccc(-c4ccccc4[N+](=O)[O-])o3)CC2)c1 | -13.1
Cc1ccc(C(O)(C(=O)NCc2ccc(N(C)C)cc2)c2ccc(C)cc2)cc1 | 54.3
O=C(O)CCCCCN1C(=O)/C(=C/c2ccc(O)c(O)c2)SC1=S | -3.2
O=C(NN1C(=O)c2ccccc2C1=O)c1cccs1 | -10.6
CCOC(=O)c1ccc2c3c(onc13)-c1ccccc1C2=O | -14.8
O=C(CSc1ncccc1C(=O)O)c1ccc(Cl)cc1 | 0.5

(cont.)
canonical_smiles | VHR inh color
CN(C)c1cccc(C(=O)Nc2nccs2)c1 | 6.4
Cc1cccc(-n2c(C)cc(/C=C3/NC(=S)NC3=O)c2C)c1 | -8.8
N/C(=N\OC(=O)c1ccccc1F)c1ccc([N+](=O)[O-])cc1 | -0.8
Cc1ccc(S(=O)(=O)N(Cc2ccccc2)c2ccccc2C(=O)Nc2ccc(C)c(C)c2)cc1 | -5.9
Cc1ccccc1C(=O)O/N=C(\N)c1ccccc1 | -5.8
COc1ccc(NS(=O)(=O)c2ccc(C3CCCCC3)cc2)cc1 | 4.2
COc1ccc(C2NC(c3ccc(OC)cc3)C3CCCC2C3=O)cc1 (stereo not drawn) | -4.7
Cc1c(C)c(C)c(C(=O)Nc2ccc(Cl)c(Cl)c2)c(C)c1C | -1.4
O=C1c2cccc([N+](=O)[O-])c2C(=O)N1c1ccc2[nH]c(=S)sc2c1 | 35.0
O=C(CNC(=O)c1ccccc1)OCC(=O)c1ccc(Cl)cc1 | -18.9
COc1ccccc1NC(=O)Nc1cccc2cccnc12 | -13.5
O=[N+]([O-])c1cccc(C(=S)N2CCOCC2)c1 | -13.0
O=C1NC(=S)S/C1=C\c1cccc(OS(=O)(=O)c2ccc([N+](=O)[O-])cc2)c1 | 33.9
CCCOc1cccc(C(=O)Nc2cccc(S(N)(=O)=O)c2)c1 | -6.6
NC1=NC(=O)/C(=C/c2ccccc2OS(=O)(=O)c2ccc([N+](=O)[O-])cc2)S1 | -1.5
Cc1onc(-c2ccccc2)c1C(=O)Nc1ccc(O)c(C(=O)O)c1 | -6.6
O=C(CSc1nc2ccccc2s1)c1cccs1 | 2.7
CSc1nc2ccccc2n1CC(=O)NC(c1ccccc1)c1ccccc1 | -16.2
COC(=O)C1=C(C)N=c2s/c(=C\c3ccc(Cl)cc3)c(=O)n2C1c1ccc(OC)c(OC)c1 (stereo not drawn) | -17.0
O=[N+]([O-])c1ccc(N2CCN(S(=O)(=O)c3ccc(Cl)cc3)CC2)cc1N1CCOCC1 | -1.0
O=C(c1cccc(Cl)c1)N1CCN(Cc2ccncc2)CC1 | -12.6
Cc1cccc(NC(=O)CCC(=O)N/N=C/c2cccs2)c1 | -13.5
O=C1c2ccccc2C(=O)c2c1cccc2N(Cc1ccccc1)C(=O)C(F)(F)F | -6.1
CCc1ccc(/C(=C2/OC(=O)c3ccccc32)[N+](=O)[O-])cc1 | -0.3
O=C(c1ccccc1)N1CCN(C2CCN(Cc3ccccc3)CC2)CC1 | -3.1
C=CCN1C(=O)/C(=C\c2ccc(-c3cccc(Cl)c3Cl)o2)C(=O)NC1=S | 73.8
COc1ccc(/C=C/C(=O)Nc2ccc([N+](=O)[O-])cc2OC)cc1Br | -3.8
CCCOC(=O)c1ccc(NC(=O)c2ccccc2[N+](=O)[O-])cc1 | -8.8
Cc1ccc(S(=O)(=O)C(CC(=O)c2ccccc2)c2ccc(Cl)cc2)cc1 (stereo not drawn) | -0.7
NS(=O)(=O)c1ccc(NC(=O)c2ccc(Br)o2)cc1 | -1.5
CCCC(=O)NC(c1ccco1)c1c(O)ccc2ccccc12 (stereo not drawn) | -20.7
COc1cccc(C2NC(=O)NC(C)=C2C(=O)OCCOC(C)C)c1 (stereo not drawn) | -25.3
O=C(NC1CCCCC1)c1cccc(S(=O)(=O)N2CCOCC2)c1 | 7.6
Cc1cc(C(=O)N=Nc2c(O)n(CCCC#N)c3ccccc23)n[nH]1 | -2.3
NS(=O)(=O)c1ccc(NC(=O)c2ccc(S(=O)(=O)N3CCOCC3)cc2)cc1 | 25.6
Clc1cccc(-c2ncnn2-c2cccc(Cl)c2)c1 | 25.2
Cc1c(C#N)c(N=CN(C)C)c(C(=O)c2ccc(Br)cc2)n1-c1ccc(Br)cc1 | -14.9
Cc1ccc(/C=C/C(=O)Nc2cccc3ccccc23)o1 | 26.6
Cc1c(NC(=O)Nc2ccc(Cl)cc2)c(=O)n(-c2ccccc2)n1C | -30.4
COC(=O)C1=C(C)N(C)C(C)=C(C(=O)OC)C1c1ccccn1 | 7.2
CC1=NN(c2nc(-c3ccc(Cl)c(Cl)c3)cs2)C(=O)C1C (stereo not drawn) | 13.7
Cc1ccc(O)c(NC(=O)c2cc3nc(-c4ccc(F)cc4)cc(C(F)(F)F)n3n2)c1 | 16.1
C=CCN1C(=O)C(Cc2ccccc2)SC1=Nc1ccc(C(=O)O)cc1 (stereo not drawn) | -44.7
COc1ccc(/C=C2/SC(=S)N(CCC(=O)N3CCN(C4=NC(=O)/C(=C\c5ccc(C)cc5)S4)CC3)C2=O)cc1 | 4.2
CCOc1ccc(C=NNC(=O)CNS(=O)(=O)N2CCOCC2)cc1 | -18.9
O=C(Cc1ccccc1)Nc1ccc(SC(F)(F)C(F)(F)C(F)(F)F)cc1 | 19.0
Cc1ccc(S(=O)(=O)N(CCO)CC(O)Cn2c3ccc(Cl)cc3c3cc(Cl)ccc32)cc1 (stereo not drawn) | 0.8
Cc1ccc(S(=O)(=O)/N=C(/Nc2cccc([N+](=O)[O-])c2)c2ccccc2)cc1 | 23.4
CCOC(=O)C1C(=O)C=C(C)C(C(=O)OCC)C1c1ccc(Br)cc1 (stereo not drawn) | 4.2
CCCCOc1ccc(C(=O)N2CCCc3ccccc32)cc1 | -0.9
Cc1ccc2nc(SCc3ccc([N+](=O)[O-])cc3)nc(C)c2c1 | -6.9
Cc1cc(C)c(OCCCCN2CCCCC2)c(C)c1 | 16.4
COc1ccc(NC(=O)COc2ccc(-c3ccc(C)cc3)cc2)c([N+](=O)[O-])c1 | -9.3
Cc1nnc(C)n1/N=C/c1cccs1 | 8.7
COc1ccc(/C=C/C(=O)Nc2ccccc2Cl)cc1Br | -12.1
Cc1ccccc1NC(=O)CN(c1ccc(Oc2ccccc2)cc1)S(C)(=O)=O | -14.2
Cc1ccc(S(=O)(=O)NCc2ccco2)cc1C | 16.9
COc1ccc(N(CC(=O)Nc2cccc(C(F)(F)F)c2)S(=O)(=O)c2ccccc2)cc1Cl | -11.8
C/C(Cn1nnc([N+](=O)[O-])n1)=N\NC(=O)c1ccccc1Cl | -27.3
O=C(CSC1CC(=O)N(c2cccc(Br)c2)C1=O)Nc1ccc(Cl)cc1 (stereo not drawn) | -10.0

Next part:
canonical_smiles | VHR inh color
O=C(Cn1nc(-c2ccccc2)c2ccccc2c1=O)N1CCCCC1 | -3.3
C=CCN1C(=O)/C(=C\c2cc(OC)cc(OC)c2)SC1=S | -20.1
CC(=O)c1ccc(NC(=O)COc2ccc(C)cc2)cc1 | -22.7
CC(=O)NNc1nc2ccccc2s1 | -36.7
Cc1cc(C)c2c(c1)=C(c1sc(=S)[nH]c1O)C(=O)N=2 | -10.1
O=S(=O)(Nc1cc(Cl)c(O)c2ccccc12)c1ccc(F)cc1 | 54.9
COc1cc(NC(=O)c2cccc(Cl)c2)c(OC)cc1Cl | -5.1
CCCCOc1ccccc1NC(=O)c1cc(SC)ccc1Cl | -8.2
C=C(NC(C)=O)C(=O)c1ccc([N+](=O)[O-])cc1 | -8.0
CC(=O)n1nc(C)c2c1CC(C)(C)CC2=O | -2.2
CCOC(=O)C1CCN(C(=O)COc2ccc3ccccc3c2)CC1 | 3.2
O=C(C[n+]1ccc(C(=O)NCc2ccccc2)cc1)c1ccc(-c2ccccc2)cc1 | -20.4
CSc1nc(C)c2c(n1)OC(CN1C(=O)c3ccccc3C1=O)C2 (stereo not drawn) | -4.4
O=C1NC(=S)NC(=O)C1=Cc1ccc(OCc2ccc3ccccc3c2)c(Br)c1 | 11.3

Laid out differently: 4 of the compounds above.
SMILES: CC(=O)NNc1nc2ccccc2s1
  VHR inh color: -36.7
SMILES: Cc1cc(C)c2c(c1)=C(c1sc(=S)[nH]c1O)C(=O)N=2
  VHR inh color: -10.1
SMILES: O=S(=O)(Nc1cc(Cl)c(O)c2ccccc12)c1ccc(F)cc1
  VHR inh color: 54.9
SMILES: COc1cc(NC(=O)c2cccc(Cl)c2)c(OC)cc1Cl
  VHR inh color: -5.1
